# hERG rescue: hERG (human) protection from proarrhythmic block. activation (rescue from dofetilide block), less the hit threshold, % at 10 µM. Q12809. actives 0.51% (n = 310,000). CHO-hERG, FluxOR thallium flux, dofetilide IC70 present;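 active means activation above the mean of controls blocked by dofetilide plus 5 SD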;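 further: thallium influx through hERG after potassium depolarization seen as dye fluorescence rise; in these data hits start at about 4.7%; inactives centre near -7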
# TMEM16A inh: blocks the mouse calcium-activated chloride channel TMEM16A | normalized B-score (activity score, 25-100; higher = stronger inhibition) at 10 µM | actives 1.2% (n = 310,000) | Q8BHY3 | AID 588511 | HEK293 TMEM16A/YFP iodide influx fluorescence, ionomycin;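 active means ratio plate-corrected score three or more library SD toward inhibition, starting fluorescence score within five deviations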;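 further: score derived from kinetic fluorescence span divided by baseline fluorescence per well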
# Target sequence (Q8BHY3 whole entry, looked up): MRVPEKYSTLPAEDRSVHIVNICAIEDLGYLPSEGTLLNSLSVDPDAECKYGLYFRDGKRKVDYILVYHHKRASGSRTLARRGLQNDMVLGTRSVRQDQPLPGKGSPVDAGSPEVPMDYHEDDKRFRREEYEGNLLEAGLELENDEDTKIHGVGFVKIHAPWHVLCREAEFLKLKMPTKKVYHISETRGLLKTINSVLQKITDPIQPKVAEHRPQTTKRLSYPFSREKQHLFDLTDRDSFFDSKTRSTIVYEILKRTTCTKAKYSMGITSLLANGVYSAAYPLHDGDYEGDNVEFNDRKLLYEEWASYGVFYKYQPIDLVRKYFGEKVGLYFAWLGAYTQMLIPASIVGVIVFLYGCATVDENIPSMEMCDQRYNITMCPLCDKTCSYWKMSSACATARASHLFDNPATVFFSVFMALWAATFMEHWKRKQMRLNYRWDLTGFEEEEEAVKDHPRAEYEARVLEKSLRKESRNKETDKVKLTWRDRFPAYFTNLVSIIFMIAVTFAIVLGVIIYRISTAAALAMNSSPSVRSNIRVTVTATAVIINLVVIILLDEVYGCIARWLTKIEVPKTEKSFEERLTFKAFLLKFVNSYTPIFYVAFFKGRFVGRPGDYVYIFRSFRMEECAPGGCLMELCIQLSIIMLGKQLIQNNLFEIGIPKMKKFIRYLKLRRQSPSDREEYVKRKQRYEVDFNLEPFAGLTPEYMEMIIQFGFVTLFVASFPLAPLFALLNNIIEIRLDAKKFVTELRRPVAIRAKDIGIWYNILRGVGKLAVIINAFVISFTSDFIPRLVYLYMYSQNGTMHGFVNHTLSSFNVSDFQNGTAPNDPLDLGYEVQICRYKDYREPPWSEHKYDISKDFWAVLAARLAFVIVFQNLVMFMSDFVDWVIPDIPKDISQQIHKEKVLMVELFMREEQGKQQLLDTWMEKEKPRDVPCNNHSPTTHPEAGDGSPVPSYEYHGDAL
# HDAC3 inh: inhibitors of human histone deacetylase 3; O15379; recombinant HDAC3, fluorogenic peptide/trypsin coupled, fluorescence; inhibition, % at 8.3 µM; actives 0.15% (n = 320,000); in the data active means inhibition above about 26%, passing the limit was not always enough; inconclusive means no clear call, values can overlap the other calls
# TMEM16A act: activates or potentiates the mouse TMEM16A chloride channel | B-score at 10 µM | actives 0.3% (n = 340,000) | AID 623877 | HEK293 TMEM16A/YFP-H148Q/I152L, iodide quench fluorescence; hits give low values;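 active means fluorescence-ratio B-score plate-corrected deviation score at least 3 library SD below zero, with starting fluorescence score within 5 deviations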;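 further: channel opened by trigger with iodide after compound preincubation; score built on the fluorescence ratio of max minus min over baseline; more negative score means more quench and so TMEM16A activation or potentiation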
# KCNK9 inh: human KCNK9 channel inhibition | Q9NPC2 | HEK293 KCNK9, FluxOR thallium flux fluorescence; hits give low values | B-score at 10 µM | actives 1.2% (n = 310,000) | AID 488922;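 active means ratio B-score over 3 SD below the library mean, with starting fluorescence within 5 SD of its mean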;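 further: negative B-score means less thallium flux so channel inhibition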
# TRPC4 PAM: allosteric potentiators of mouse TRPC4 channel; Q9QUQ5; HEK293 TRPC4beta/mu-opioid, DAMGO EC20, Fluo-4 Ca2+ flux; hits give high values; AID 2227; B-score at 10 µM; actives 0.42% (n = 310,000);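 active means B-score of calcium response area above 5 SD of library B-scores, with initial fluorescence ratio within 5 SD of library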;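 further: B-score of integrated fluorescence ratio over time as area under calcium response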
# KCNQ1 pot: potentiators or activators of human KCNQ1 potassium channel; B-score at 10 µM; actives 0.35% (n = 310,000); CHO-K1 KCNQ1, thallium flux FluxOR fluorescence; hits give high values; AID 2648; P51787;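 active means fluorescence ratio B-score, a plate-corrected score, at least three library SD, with initial intensity B-score within 5 SD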
#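 Test system: CHO-K1 cells stably expressing KCNQ1 / Medium: assay buffer / Also added: depolarizing K+/Tl+ stimulus, K2SO4 and Tl2SO4 each 12.5 mM in 5x stock / Incubation: 90 min dye loading and 20 min compound exposure, both at room temperature / Signal: thallium influx via FluxOR fluorescence, kinetic imaging / Evaluation: B score of baseline-normalized fluorescence ratio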
# Dyrk1A ADPGlo: inhibitors of rat Dyrk1A kinase; Q63470; ADP-Glo luminescence, NFATc1 peptide; inhibition, % at 12.5 µM; actives 0.43% (n = 310,000); AID 504441; in the data active means inhibition above about 50%;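 further: plate controls were vehicle with enzyme for no effect and no enzyme for full effect; many of its hits are not listed in these tables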
# TRPC4 act: opens the mouse TRPC4 cation channel | actives 0.49% (n = 310,000) | Q9QUQ5 | HEK293 TRPC4beta/mu-opioid, Fluo4 calcium fluorescence; hits give high values | B-score at 10 µM;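 active means B-score above 5 SD of library B-scores, and initial fluorescence ratio not above library mean plus 5 SD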;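 further: positive B-score marks a calcium rise read as TRPC4 activation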
#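 System: HEK293 cells stably co-expressing mouse TRPC4beta and mu-opioid receptor; Schedule: Fluo4 dye loading 45 min at room temperature, 110 s recording; Detection: Fluo4 fluorescence, kinetic; Evaluation: B-scored integrated calcium fluorescence ratio; Controls: buffer (low) and maximal DAMGO (high).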
# KCNK3 inh: human KCNK3 channel inhibition, primary screen; O14649; CHO-KCNK3 thallium flux, FluxOR fluorescence; hits give low values; B-score at 10 µM; actives 0.84% (n = 340,000);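 active means B-score under library mean minus 4 SD, starting fluorescence ratio at most library mean plus 5 SD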;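 further: more negative B-score means stronger inhibition of thallium flux through KCNK3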
# KCNQ1 block: blocks the human KCNQ1 potassium channel; P51787; CHO-K1 KCNQ1, FluxOR thallium flux fluorescence; hits give high values; B-score at 10 µM; actives 1.3% (n = 310,000); AID 2642;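 active means compounds whose thallium flux B-score, printed positive for inhibition, exceeds three library SD while starting fluorescence stays within three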;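 further: channel opened by potassium depolarization with thallium stimulus after 20 min compound exposure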
# * = called active by the depositor; i = inactive; ? = inconclusive; . = not tested or not shown. These rows are one share of the data; count on the stated rates, not on these rows.
SMILES,hERG rescue,TMEM16A inh,HDAC3 inh,TMEM16A act,KCNK9 inh,TRPC4 PAM,KCNQ1 pot,Dyrk1A ADPGlo,TRPC4 act,KCNK3 inh,KCNQ1 block
Cc1ccc2cc3c(N)c4c(C)ccc(C)c4nc3nc2c1,-24.6,.,.,i,i,i,i,-2.8,i,i,i
CCN(CC)C(=O)COc1ccc(-c2ccccc2)cc1,-3.5,i,-1.3,i,-9.85*,i,i,-5.2,i,-10*,i
COCc1cc(C)n(CC(=O)Nc2ccccc2OC)c(=O)c1C#N,-10.4,i,5.2,i,i,i,i,-5.3,i,i,i
C=CSc1sc(Cl)c(N(CC)CC)c1[N+](=O)[O-],-3.7,i,2.7,i,i,i,i,2.2,i,i,i
CC(C)c1ccc(NC(=S)N(C)CCc2ccccn2)cc1,29.2*,i,-1.0,i,i,i,i,4.3,107*,i,i
CCOC(=O)N1CCN(c2ccnc3cc(Cl)ccc23)CC1,-14.3,i,-2.2,i,i,i,i,12.9,i,i,i
O=C(O)CCN1C(=O)C2C3CC(C2C1=O)C1C(c2ccccc2)c2sc(=O)n(-c4ccccc4)c2SC31 (configuration not stated),-10.1,i,0.4,i,i,i,i,-1.2,i,i,i
COc1ccc(OCC(=O)OC2CCCN(C)C2)cc1 (configuration not stated),-10.2,i,-13.1,i,i,i,i,-2.3,i,i,i
FC(F)(F)c1nnc(Nc2ccc(Cl)cc2)s1,-11.2,i,1.5,i,i,i,i,0.7,i,i,i
CNC(=O)c1ccsc1NC(=O)C1CCN(S(=O)(=O)c2ccc(Cl)s2)CC1,-17.6,i,-0.1,i,i,i,i,13.1,i,i,i
Cc1ccc(-c2ccccc2)n1-c1ccc(C(=O)O)cc1,-12.3,i,-0.7,i,i,i,i,3.0,i,i,i
CCc1nc2ccccc2n1Cc1cc(=O)n2cc(C)ccc2n1,.,i,-4.2,i,.,.,.,2.9,.,i,.
Cc1nnc(NC(=O)c2ccc(S(=O)(=O)N3CCCCC3C)cc2)o1 (configuration not stated),-2.0,i,0.9,i,i,i,i,0.7,i,i,i
Cc1ccc(S(=O)(=O)N(CC(=O)NCC2CCCO2)Cc2cccc(C)c2)cc1 (configuration not stated),-10.8,i,1.3,i,i,i,i,-0.6,i,i,i
O=C(Oc1nsnc1N1CCOCC1)c1ccccc1,-17.9,i,-0.1,i,i,i,i,-4.4,i,i,i
O=C(Cn1ccc2ccccc2c1=O)NCC(=O)N1CCN(c2ccc(F)cc2)CC1,-12.1,i,-0.2,i,i,i,i,-0.2,i,i,i
CC1(C)Cc2cccc(OCC(=O)Nc3ccccc3C(F)(F)F)c2O1,-23.0,i,3.7,i,i,i,i,-4.7,i,i,i
COc1cc(/C=C2\SC(N)=NC2=O)ccc1OCC(=O)Nc1ccc(C)cc1,-1.7,i,-15.0,i,i,i,i,-2.2,i,i,i
Nc1ccnn1-c1ccccc1,-2.4,i,2.5,i,i,i,i,-2.9,i,i,i
CC(=O)c1ccc(OCc2cc(C(=O)N3CC4C[C@@H]5CC3C[C@H](C4)C5)no2)cc1,-10.1,i,-2.8,i,i,i,i,0.0,i,i,i
Cc1nc2nc(COc3ccccc3)[nH]n2c(=O)c1Cl,-13.6,i,-2.9,i,i,i,i,0.7,i,i,i
Cc1nc2ccccc2c2c(N)c3ccccc3n12,-17.3,i,3.5,i,i,i,i,3.1,i,i,i
CC(=O)c1ccc(OCC(=O)c2cc(C)n(-c3ccc4c(c3)OCO4)c2C)cc1,-2.5,i,2.9,i,i,i,i,1.5,i,i,i
O=C(NCCN1CCOCC1)c1ccccc1Oc1ccccc1,-3.4,i,-2.4,i,i,i,i,-2.8,i,i,i
CN(C)S(=O)(=O)N1CCN(c2ccc([N+](=O)[O-])c(N3CCOCC3)c2)CC1,-5.8,i,-1.0,i,i,i,i,0.6,i,i,i
CCCCC(CC)CNC(=O)Cn1c(=O)[nH]c2ccsc2c1=O (configuration not stated),-10.1,i,.,i,i,i,i,-0.7,i,i,i
C/C(=N/NC(=O)C1CCN(S(=O)(=O)c2ccc(C)cc2)CC1)c1cccc([N+](=O)[O-])c1,-3.4,i,-2.0,i,i,i,i,0.1,i,i,i
CCn1c(CCCNC(=O)c2ccc(F)cc2)nc2ccccc21,-11.4,i,-1.1,i,i,i,i,-0.4,i,i,i
O=C(CNC(=O)c1cccc(Cl)c1)NCCCSc1ccccc1,-12.1,i,2.6,i,i,i,i,-3.2,i,i,i
CC(C)(C)n1ncc2c(=O)n(CC(=O)NCc3ccco3)cnc21,-12.7,i,-12.6,i,i,i,i,2.6,i,i,i
O=C(NN=C1C2CC3CC(C2)CC1C3)c1cc(Cl)ccc1O,-7.2,i,-2.5,i,i,i,i,-8.8,i,i,i
CCCc1cc(C(=O)Nc2cnn(Cc3ccc(F)cc3)c2)no1,-0.5,i,-0.8,i,i,i,i,-1.7,i,i,i
CCOc1ccccc1N1CC(C(=O)N2CCOCC2)CC1=O (configuration not stated),-12.3,i,-12.9,i,i,i,i,-0.8,i,i,i
COc1cccc(C(=O)Nc2ccc(C(F)(F)F)n(C)c2=O)c1,-15.0,i,-2.5,i,i,i,i,6.7,i,i,i
O=C(COC(=O)CNC(=O)c1ccccc1F)Nc1cccc(S(=O)(=O)N2CCCCCC2)c1,-5.8,i,-2.1,i,i,i,i,0.4,i,i,i
CC(C)(C)NC(=O)C(c1cccs1)N(Cc1cccs1)C(=O)c1ccc(CN2CCOCC2)o1 (configuration not stated),-3.8,i,18.8,i,i,i,i,-0.3,i,i,i
CC1=CSC2=NC(=O)/C(=C/c3cccc(OC(=O)c4ccco4)c3)C(=N)N12,-5.3,i,4.8,i,i,i,i,9.9,i,i,i
COc1ccc(N2CCCn3c2nc2c3c(=O)n(CCN3CCOCC3)c(=O)n2C)cc1,-6.9,i,3.0,i,i,i,i,-3.8,i,i,i
C=CCOc1c(CNc2cccc(C(=O)O)c2)cccc1OCC,-2.3,i,-13.7,i,i,i,i,0.1,i,i,i
Cn1c(=O)c(C(=O)N2CCc3ccccc32)cc2cccnc21,-9.9,i,0.0,i,i,i,i,-8.1,i,i,i
CSc1nc2ccccc2cc1/C=C(\C#N)c1ccccc1,-5.5,i,2.6,i,-12.6*,i,i,5.2,i,i,i
O=C1CC(N2CCC(Cc3ccccc3)CC2)C(=O)N1CCc1ccccc1 (configuration not stated),-1.4,i,3.8,i,i,i,i,-5.3,i,i,i
CCC(=O)c1ccc(OCC(O)CNCCc2ccc(Cl)cc2)cc1 (configuration not stated),-11.9,i,5.2,i,i,i,i,-2.7,59*,i,i
O=C(NCc1ccc(F)cc1)C1CCN(S(=O)(=O)c2cccc3nonc23)CC1,-8.4,i,8.0,i,i,i,i,-2.2,i,i,i
Cc1ccc(C(=O)Oc2cc(N)n(S(=O)(=O)c3ccc(C)cc3)n2)cc1,-5.9,i,2.0,i,i,i,i,-7.1,i,i,i
O=S(=O)(N1CCCCC1)N1CCN(CC(O)COc2ccc3cc(Br)ccc3c2)CC1 (configuration not stated),-10.1,i,?,i,i,i,i,0.0,i,i,i
CCc1nc2sc3ccccc3c(=O)c2c(=O)n1Cc1ccco1,-13.7,i,4.4,i,i,i,i,-2.7,i,i,i
COc1ccc(-n2nc(C(=O)NCC(=O)NCc3ccco3)c3ccccc3c2=O)c(OC)c1,2.2,i,4.8,i,i,i,i,-5.0,i,i,i
O=S(=O)(NCCC1=CCCCC1)c1ccc(OC(F)(F)F)cc1,-6.3,i,7.2,i,i,i,i,1.8,i,i,6*
CCOc1ccc(NC(=O)/C=C/c2ccc(OC)cc2)c([N+](=O)[O-])c1,-8.7,i,4.6,i,i,i,i,-3.5,i,i,i
O=C(CSc1nnc(-c2ccccc2)c2ccccc12)NCC1CCCO1 (configuration not stated),-2.9,i,1.6,-6.82*,i,i,i,-1.2,i,i,i
O=C(O)COc1ccccc1/C=C1\SC(=S)N(NC(=O)c2ccccc2O)C1=O,3.2,i,11.6,i,i,i,i,4.8,i,i,i
CCc1cccc(NS(=O)(=O)c2ccc3c(c2)oc(=O)n3C)c1,-15.0,i,2.0,i,i,i,i,0.0,i,i,i
CCOCCc1nnc(NC(=O)CN2C(=O)c3ccccc3C2=O)s1,-5.7,i,-1.6,i,i,i,i,4.6,i,i,i
COc1ccccc1NC(=O)CN(Cc1ccco1)C(=O)c1ccc(=O)[nH]c1,-8.8,i,2.7,i,i,i,i,-1.3,i,i,i
O=S(=O)(NCC1CCCO1)c1ccc(Br)s1 (configuration not stated),0.3,i,-3.1,i,i,i,i,6.2,i,i,i
NC(=O)NCc1cccs1,-4.1,i,-2.6,i,i,i,i,-2.2,i,i,i
CCOc1ccc(C(=O)CN2CCN(S(=O)(=O)c3ccc(OC)cc3)CC2)cc1,-3.6,i,-3.0,i,i,i,i,-0.6,i,i,i
Cc1ccc(-n2cc[nH]c2=S)c(C)c1,0.6,i,1.4,i,i,i,i,-3.0,i,i,i

# High-throughput results deposited in PubChem BioAssay by several laboratories.
